# Compound activity as filed in PubChem.
# DRD3 antagonist = antagonists of human D3 dopamine receptor. D3R cells, DiscoveRx beta-arrestin luminescence, antagonist mode; hits give low values. max response, negative = inhibition, %. 2.5% of 360,000 active; in the data active = max response below about -50%; inconclusive = no clear call, values can overlap the other calls; note: % is set by controls: 0 for no effect and ±100 for the full control effect; mostly tested at two doses, the higher about 12 µM
#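 Cells expressing the human receptor were seeded at 1500 cells/well, incubated overnight at 37 degrees C in 5% CO2, then exposed to library compounds with dopamine controls for 90 minutes at 37 degrees C before luminescent detection.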
# CCT chaperon mod = changes cytosolic chaperonin activity; purified chaperonin ATPase assay, HTRF ADP detection, 30 min; activity change, % (test concentration not listed), hits read low; 0.3% of 360,000 active; in the data active = activity change below about -30%; note: % is set by controls: 0 for no effect and ±100 for the full control effect
#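 ATPase activity: ADP formed was measured by HTRF Transcreener (665/615 nm ratio) after 30 min at 37 deg C with 10 uM ATP. Compounds screened at one 76 uM concentration against 40 or 20 nM TRiC in Tris pH 7.4/KCl/MgCl2/DTT buffer.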
# Akt phos inh = Akt phosphorylation inhibition. 0.32% of 360,000 active. AID 651550. Neuro2A IGF-stimulated pAkt S473 HTRF, 20 min; hits give low values. activity change, % for hits at 50 µM; in the data active = activity change below about -80%; inconclusive = mostly about -51% to -80%; note: % is set by controls: 0 for no effect and ±100 for the full control effect
#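 Single-point screen (50 µM final compound) in Neuro2A cells stimulated 20 min with 6 nM IGF at 37 deg C. After lysis, Ser473-phosphorylated Akt read by HTRF (ex 330 nm, em 615/665 nm) as the 665/615 ratio.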
# EPAC2 ag = agonists of human EPAC2 (RAPGEF4). Q8WZA2. EPAC2 activation, biochemical qHTS; response scale: 100% = 6.5 mM cAMP response. Potency, µM (titrated, usually from 154 µM), without a hit: at the top dose activation, usual class: activators. 0.079% of 360,000 active; note: potency is the fitted concentration of half-maximal effect; nearly all actives have a fitted effect of over 50% in size
# Target sequence (Q8WZA2 whole entry, looked up): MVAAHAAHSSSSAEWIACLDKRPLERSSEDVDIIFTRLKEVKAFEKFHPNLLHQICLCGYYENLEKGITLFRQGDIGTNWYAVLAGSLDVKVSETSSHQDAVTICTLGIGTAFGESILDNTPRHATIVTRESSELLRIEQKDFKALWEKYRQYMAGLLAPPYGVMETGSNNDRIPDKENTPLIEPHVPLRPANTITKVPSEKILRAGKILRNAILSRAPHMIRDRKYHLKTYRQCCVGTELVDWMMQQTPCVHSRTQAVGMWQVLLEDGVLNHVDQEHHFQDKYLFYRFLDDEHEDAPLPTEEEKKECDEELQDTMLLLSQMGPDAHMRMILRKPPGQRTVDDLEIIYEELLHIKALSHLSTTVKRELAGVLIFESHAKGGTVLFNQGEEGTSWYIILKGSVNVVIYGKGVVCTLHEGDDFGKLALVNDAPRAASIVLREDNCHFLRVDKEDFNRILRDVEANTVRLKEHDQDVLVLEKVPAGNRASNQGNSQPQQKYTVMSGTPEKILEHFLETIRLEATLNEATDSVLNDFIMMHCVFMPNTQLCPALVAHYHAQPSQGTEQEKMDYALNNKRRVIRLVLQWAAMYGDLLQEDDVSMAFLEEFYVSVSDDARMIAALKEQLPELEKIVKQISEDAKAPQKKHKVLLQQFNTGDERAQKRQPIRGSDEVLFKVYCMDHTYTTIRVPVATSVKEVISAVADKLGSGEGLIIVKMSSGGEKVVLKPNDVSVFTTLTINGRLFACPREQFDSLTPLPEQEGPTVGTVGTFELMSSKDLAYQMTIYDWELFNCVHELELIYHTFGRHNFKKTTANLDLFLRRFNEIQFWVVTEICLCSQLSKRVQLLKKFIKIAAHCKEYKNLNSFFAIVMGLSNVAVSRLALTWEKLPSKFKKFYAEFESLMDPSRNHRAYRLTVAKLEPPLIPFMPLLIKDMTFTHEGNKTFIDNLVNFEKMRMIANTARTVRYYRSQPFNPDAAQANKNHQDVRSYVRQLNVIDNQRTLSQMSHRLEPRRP
#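 EPAC2 (100 nM) mixed with Rap1B loaded with BODIPY-GDP (250 nM) plus 50 uM unlabeled GDP; compounds pinned in, 5 min RT, then read every 5 min for 30 min (ex 480, em 540 nm). Normalized to cAMP control.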
# D3 ag = D3 dopamine receptor (human) agonism | max activation, % | D3R DiscoveRx beta-arrestin cells, luminescence, 90 min | P35462 | 0.58% of 410,000 active; in the data active = max activation above about 30%; note: 0% is about no effect; mostly tested at two doses, the higher about 12 µM
#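 Cells at 1500/well, incubated overnight, then treated with pinned compounds (dopamine as control) for 90 min at 37 degrees C. DiscoveRx reagent added for 30 - 60 minutes at room temperature; luminescence read.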
# MmCpn inh = blocks the Methanococcus maripaludis chaperonin Mm-Cpn. purified Mm-Cpn ATPase, ADP Transcreener TR-FRET. Potency, µM (series often up to 76.9 µM), for inactives: top-dose activity, negative = inhibition, usual class: inhibitors. 0.031% of 330,000 active. AID 504842; note: potency is the fitted concentration of half-maximal effect; % is set by controls: 0 for no effect and ±100 for the full control effect; nearly all actives have a fitted effect of over 80% in size
#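 25 nM Mm-CPN + cpd, 10 min 37°C; + 10 uM ATP, 30 min 37°C; buffer 30 mM Tris pH 7.4, 100 mM KCl, 5 mM MgCl2, 1 mM DTT; Transcreener ADP HTRF detection 30 min RT.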
# PTHR1 ag = PTHR1 (human) receptor agonism. 0.075% of 410,000 active. Potency, µM (series often up to 115 µM), for inactives: at the highest dose activation, most hits filed as activators. AID 743266. HEK293 GP2 PTHR1 cells, GloSensor cAMP luminescence, 1 h. Q03431; note: potency is the fitted concentration of half-maximal effect; nearly all actives have a fitted effect of over 55% in size; some results filed as inactive show a strong effect at the top dose; inactives centre near -15; many of its hits are not listed in these tables
#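 HEK-293-derived GP2 cells expressing PTHR1 and a GloSensor cAMP reporter, 3,000/well, plated overnight, given luciferin plus IBMX (each 0.5 mM as added) for 1 h at 37 °C, then compound for 1 h at 37 °C. Luminescence was read after 15 min at room temperature.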
# EPAC2 antag = antagonists of human EPAC2; 0.18% of 360,000 active; EPAC2 GEF exchange of Rap1B-BODIPY-GDP, fluorescence; Potency, µM (top dose mostly 114 µM), for the others: at the top dose activity, negative = inhibition, most hits filed as inhibitors; note: potency is the fitted concentration of half-maximal effect; % is set by controls: 0 for no effect and ±100 for the full control effect; nearly all actives have a fitted effect of over 45% in size; many of its hits are not listed in these tables
# * hit, by the source's call; i = inactive; u = inconclusive; x = no result given; & = joins results of further samples; [ ] = dose if it differs, or a comment. Unless noted, calls come from the whole dose curve; as a rule, active = well fitted curve in the direction sought with a large enough effect; inconclusive = small, poorly fitted or top-dose-only effect, or another doubt; inactive = no such curve, though single readings can be large; an effect the other way counts as inactive or inconclusive.
SMILES,DRD3 antagonist,CCT chaperon mod,Akt phos inh,EPAC2 ag,D3 ag,MmCpn inh,PTHR1 ag,EPAC2 antag
COc1cc(CC(=O)NCCc2ccc(OCc3ccccc3)cc2)c([N+](=O)[O-])cc1OC,18,0.8,i,-7%,2,2%,-13%,1%
CCCCn1c(CN2CCN(c3cccc(Cl)c3)CC2)nc2c1c(=O)[nH]c(=O)n2C,26,-0.2,x,6%,5,1%,-3%[57.5 µM],4%
CCCCn1c(=O)n(CC(=O)Nc2c(CC)cccc2CC)c(=O)c2c1nc(CO)n2CCC,-17,-2.2,i,-17%,-4,-1%,-15%,-6%
O=c1[nH]nc(Cc2ccc(-c3ccc(Cl)cc3)o2)c2ccccc12,19,-3.4,i,4%,-2,-14%,-34%[inhibitor],-3%
CC(=O)Nc1cc(C(=O)NCc2ccco2)ccc1Sc1ccc(Cl)cc1,-23,-2.6,i,-4%,-11,-6%,-9%,6%
COc1ccccc1OCc1ccc(C(=O)NN)o1,5,-0.6,i,7%,-7,-6%,i,-11%
CC(C(=O)NC1CCCC1)N(C(=O)c1ccc(-c2ccccc2)[nH]1)c1ccccc1F (centres undefined),-28,0.0,i,14%,-2,0%,i,-4%
COc1ccc(OCC(=O)N/N=C/c2ccncc2)cc1,-23,-3.1,i,5%,2,1%,i,1%
Cc1nnc(C)n1/N=C/c1cc(Br)ccc1O,-21,-1.1,i,-19%,-7,0%,-54%[inhibitor][57.5 µM],0%
O=C1C2CC=CCC2C(=O)N1c1n[nH]c(-c2ccccc2)n1 (centres undefined),16,0.9,i,-1%,-3,1%,i,-3%
CS(=O)(=O)Nc1ccc(C2=NN(C(=O)c3ccco3)C(c3ccc(F)cc3)C2)cc1 (centres undefined),-11,-2.1,i,9%,-7,-19%,-24%,-7%
O=C(NCc1cc(C(F)(F)F)cc(C(F)(F)F)c1)c1cc(-c2cc(F)ccc2OCC2CCCO2)n[nH]1 (centres undefined),-13,-1.8,i,-5%,3,x,i,-4%
S=C(NCc1ccccc1)Nc1nccs1,u,-5.3,i,8%,-7,-3%,-13%,-16%
O=C(/C=C/c1ccc(Cl)cc1Cl)NCc1ccco1,-14,-5.5,i,-1%,1,1%,-35%[inhibitor],2%
CCCCN(C)C(=O)C1CCC(CNS(=O)(=O)c2ccc3c(c2)CC(C)N3C(=O)C2CC2)CC1 (centres undefined),11,-1.2,i,4%,5,0%,-24%,-4%
O=C(NCc1ccc(Cl)cc1)NCc1ccc(Cl)cc1,-5,-0.6,i,10%,4,1%,-12%,20%
COc1ccc(-c2noc(C3CCCN(C(=O)Nc4ccccc4)C3)n2)cc1 (centres undefined),-2,0.5,i,5%,4,1%,-10%,-12%
COc1ccc(C(=O)OCC(=O)Nc2cccc(S(=O)(=O)NC3=NCCCCC3)c2)cc1[N+](=O)[O-],5,0.2,i,-3%,-7,x,-37%,14%
Cc1ccc(C(=O)Nc2ccc3c(c2)CCC3)cc1,-15,1.3,i,21%,-7,3%,-30%,1%
COc1ccc2c(c1OC)C(=O)OC2CC(=O)c1ccc(O)c(O)c1 (centres undefined),6,0.0,i,7%,16,-1%,-24%[57.5 µM],-4%
COc1ccc(NC(=O)CCOc2ccc(C)cc2)cc1S(=O)(=O)N1CCCCC1,21,-1.0,i,-7%,-12,-1%,-93%[inhibitor],-12%
CSc1ncccc1C(=O)OCC(=O)NC(C)C,9,-2.3,i,5%,3,1%,i,6%
OC(c1ccccc1)c1nc(-c2cccc(C(F)(F)F)c2)cs1 (centres undefined),0,-4.0,i,6%,-1,x,-38%[inhibitor],-18%
O=C(C1CCOCC1)N1CCCC(N2CCN(c3ccc(F)cc3)CC2)C1 (centres undefined),0,-0.3,i,8%,-13,-1%,12%,-1%
Cc1ccccc1NC(=S)NC(C)C(c1cccs1)N1CCOCC1 (centres undefined),-8,-0.4,i,3%,0,1%,i,0%

# Quoted from the listing, 9 compounds:
SMILES,DRD3 antagonist,CCT chaperon mod,Akt phos inh,EPAC2 ag,D3 ag,MmCpn inh,PTHR1 ag,EPAC2 antag
COc1ccc(-c2noc(C3CCCN(C(=O)Nc4ccccc4)C3)n2)cc1 (centres undefined),-2,0.5,i,5%,4,1%,-10%,-12%
COc1ccc(C(=O)OCC(=O)Nc2cccc(S(=O)(=O)NC3=NCCCCC3)c2)cc1[N+](=O)[O-],5,0.2,i,-3%,-7,x,-37%,14%
Cc1ccc(C(=O)Nc2ccc3c(c2)CCC3)cc1,-15,1.3,i,21%,-7,3%,-30%,1%
COc1ccc2c(c1OC)C(=O)OC2CC(=O)c1ccc(O)c(O)c1 (centres undefined),6,0.0,i,7%,16,-1%,-24%[57.5 µM],-4%
COc1ccc(NC(=O)CCOc2ccc(C)cc2)cc1S(=O)(=O)N1CCCCC1,21,-1.0,i,-7%,-12,-1%,-93%[inhibitor],-12%
CSc1ncccc1C(=O)OCC(=O)NC(C)C,9,-2.3,i,5%,3,1%,i,6%
OC(c1ccccc1)c1nc(-c2cccc(C(F)(F)F)c2)cs1 (centres undefined),0,-4.0,i,6%,-1,x,-38%[inhibitor],-18%
O=C(C1CCOCC1)N1CCCC(N2CCN(c3ccc(F)cc3)CC2)C1 (centres undefined),0,-0.3,i,8%,-13,-1%,12%,-1%
Cc1ccccc1NC(=S)NC(C)C(c1cccs1)N1CCOCC1 (centres undefined),-8,-0.4,i,3%,0,1%,i,0%

# The results go on:
SMILES,DRD3 antagonist,CCT chaperon mod,Akt phos inh,EPAC2 ag,D3 ag,MmCpn inh,PTHR1 ag,EPAC2 antag
COc1ccccc1CNC(=O)COC(=O)c1ccc(C(=O)c2ccccc2)cc1,-20,0.0,i,14%,-13,0%,i,-1%
Brc1ccc(CN2CCCCCC2)cc1,-30,-0.9,i,5%,-40,x,i,-3%
O=C(O)C1Nc2c(O)cccc2C2C=CCC12 (centres undefined),5,-6.7,i,4%,-4,-4%,-28%,-6%
CCC(CO)Oc1cc(NCc2ccc(O)cc2)c2ncn(C(C)C)c2c1 (centres undefined),16,-1.0,i,0%,2,-4%,-12%,-13%
CCC1=NC(c2ccc(Br)cc2)N(O)C1(C)C (centres undefined),-18,0.9,i,5%,14,1%,-10%,7%
CCOC(=O)[C@]12CCCC=C1N(CCc1ccc(OC)c(OC)c1)C(=O)[C@H](CC(=O)NCC13CC4CC(CC(C4)C1)C3)C2,-5,x,i,-3%,-15,x,6%,-19%
CC(Sc1nnc(-c2ccncc2)n1C)C(=O)NCC1CCCO1 (centres undefined),-5,-1.3,i,6%,-5,-3%,u,-3%
N#C/C(=C(/O)Cc1ccccc1)P(=O)(c1ccccc1)c1ccccc1,22,1.5,i,2%,-5,4%,-11%,-4%
CCOC(=O)C(=CNc1cc(C(F)(F)F)ccc1N1CCOCC1)C(=O)OCC,0,-1.2,i,2%,-4,3%,-15%,-16%
COc1ccc(-c2noc(CCC(=O)N3CCN(c4ccccc4)CC3)n2)cc1,50,2.0,i,5%,17,-1%,4%,-25%
Cn1c(=O)nc2n(Cc3ccccc3)c3cccc(Cl)c3cc-2c1=O,u,-0.4,i,-13%,-9,0%,i,3%
Cc1nnc(NC(=O)CSc2nc(C(C)C)nc3ccccc23)s1,-15,-0.4,i,8%,10,-6%,i,10%
Cc1c(C(=O)N(Cc2ccc(N(C)C)cc2)CC2CCCO2)oc2ccccc12 (centres undefined),-3,-0.7,i,6%,-4&2,2%,-17%&-16%,-9%
COc1ccc(-c2c(C)nn3c(N)c(-c4ccccc4)cnc23)cc1OC,9,-2.9,i,12%,15,-8%,i,8%
CC(C)(C)CC(C)(C)NC(=S)NC1CCN(Cc2ccccc2)CC1,u,-0.6,i,-4%,-13,-3%,-12%,2%
Cc1ccccc1CN1C(=O)c2ccccc2S1(=O)=O,-22,-0.3,i,21%,-3,2%,i,-15%
Cc1ccc(C)c(OC(C)C(=O)Nc2ccc(S(=O)(=O)Nc3nccs3)cc2)c1 (centres undefined),-13,-2.9,i,4%,-4,2%,-19%,u
C[C@H](NC(=O)c1nc[nH]c1C(=O)N1CCNCC1)C(=O)OCc1ccccc1,-19,-2.8,i,1%,9,0%,i,23%
O=c1oc(-c2ccco2)nc2c1cnn2-c1ccccc1,-24,0.9,i,7%,6,-3%,i,3%
O=C(Nc1cccc([N+](=O)[O-])c1)NC1CCCCCCC1,5,0.3,i,3%,-5,4%,-26%,-5%
C#CCOCCOCCOCCNc1nc(N2CCN(C(=O)CCCCCCCCCCNC(=O)[C@@H](CCSC)n3cc(CCO)nn3)CC2)nc(N2CCN(C(=O)CCCCCCCCCCNC(=O)[C@H](CO)n3cc(CCCCCN)nn3)CC2)n1,68,0.7,i,26%,9,-1%,7%,-20%
CC(C)(C)c1ccc(NC(=O)c2c(F)cccc2Cl)cc1,-17,-0.8,i,1%,-16,-2%,-34%[inhibitor],-20%
CN(C[C@H](Cc1ccccc1)N(C[C@H](c1ccccc1)N(CCc1ccccc1)N=O)N=O)N=O,21,-0.6,i,7%,14,x,i,-2%
C/C(=N\NC(=O)Cn1nc(C)c(Br)c1C)c1cccs1,u,-1.0,i,-6%,-28,1%,i,-5%
O=C(NCCc1ccc(F)cc1)c1ccc2c(=O)n3c(nc2c1)CCC3,-3,3.0,i,4%,-11,1%,-64%[inhibitor],17%
CCCC(=O)Nc1cc(OC)c(NC(=O)NC2CCCCC2)cc1OC,-24,1.5,i,-4%,11,3%,-2%[57.5 µM],5%
COc1ccc(NC(=O)c2c(OC)cccc2OC)c(OC)c1,-20,-0.9,i,5%,-22,0%,-47%[inhibitor][57.5 µM],4%
CCCCCCCC(=O)Nc1cc(C(=O)NCCC)ccc1N1CCC2(CC1)CC(c1ccccc1)=NO2,-119*,2.7,i,-6%,48*,-2%,i,25%
COc1cc(CN2CCCC(CO)(Cc3cccc(Cl)c3)C2)cc2c1OCO2 (centres undefined),3,-1.9,i,21%,-5,-2%,i,-4%
COc1ccc(C)cc1S(=O)(=O)Nc1cccc(Cl)c1Cl,-2,-2.2,i,11%,2,3%,-22%,-7%

# These rows are one share of the data, so the mix of outcomes need not match the whole.
